# Screening results (PubChem BioAssay)
# MBNL1 CUG block: MBNL1-poly(CUG) RNA binding inhibition; Potency, µM (highest dose often 57.5 µM), for inactives: top-dose activity change, negative = inhibition, most hits filed as inhibitors; AID 2675; TR-FRET MBNL1-His/biotin-(CUG)12 binding, 665/545 ratio; actives 0.036% (n = 280,000); Q9NR56; active = well fitted inhibition curve with a large enough effect in the signal ratio, with a control signal flat, not every such curve was filed as active; inconclusive = small, poorly fitted or top-dose-only effect, or effect the other way, or a change in a side signal; inactive = no such curve, though single readings can be large or run the other way; the % refers to the signal ratio; also: potency is read from the fitted curve at half-maximal effect; % is scaled to controls: 0 for no effect and ±100 for the full control effect
#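 His-tagged MBNL1 binding to biotinylated (CUG)12 RNA was measured by TR-FRET using terbium anti-His antibody (0.055 ng/ul final) and streptavidin-XL665 (5 nM final). Compounds were titrated 92 nM to 58 uM; 60 min at room temperature.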
# Mito fusion act: blocks mitochondrial division or promotes mitochondrial fusion; S. cerevisiae fusion-defective mutant growth rescue, CellTiterGlo 48 h; Potency, µM (top dose mostly 46.1 µM), without a hit: top-dose growth rescue (activation), usual class: activators; actives 0.23% (n = 320,000); AID 485298;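 also: potency is read from the fitted curve at half-maximal effect; % of control where 0% means no effect; nearly all actives have a fitted effect of over 45% in size; temperature-sensitive fusion mutants such as fzo1-1 at 37 °C on non-fermentable ethanol glycerol medium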
#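 Read-out: ATP-based luminescence (CellTiterGlo, 10 min ambient) reporting growth of fusion-defective ts yeast after 48 hours at 37C on glycerol/ethanol YPEG medium in the presence of compound.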
# a7 integrin act: activators of alpha7 integrin expression for muscular dystrophy; alpha7betagal myoblasts, beta-gal FDG fluorescence, 48 h; Potency, µM (series often up to 38.3 µM), for inactives: at the highest dose activation, actives largely listed as activators; actives 0.064% (n = 350,000);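 also: potency is read from the fitted curve at half-maximal effect; 100% = response of the positive control SU9516; nearly all actives have a fitted effect of over 60% in size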
#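 Alpha7betagal+/- myoblasts (passage 13) were plated 16-24 hr, then exposed to compounds (1:260 dilution of DMSO stock) for 48 hours at 37C. After MPER lysis, β-galactosidase reporter activity was read as FDG fluorescence (ex 480/em 540) after 30 minutes.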
# Menin MLL FP TR: menin-MLL binding inhibition, Texas Red mutant peptide | Potency, µM (doses to about 61.6 µM), without a hit: at the top dose FP activity change, negative = inhibition, actives largely listed as inhibitors | actives 0.23% (n = 270,000) | Menin + Texas Red MLL mutant peptide, fluorescence polarization | O00255; active = well fitted inhibition curve with a large enough effect in the polarisation, with a control signal flat, not every such curve was filed as active; inconclusive = small, poorly fitted or top-dose-only effect, or effect the other way, or a change in a side signal; inactive = no such curve, though single readings can be large or run the other way; the % refers to the polarisation; also: potency is read from the fitted curve at half-maximal effect; % of control where 0% means no effect; many of its hits are not listed in these tables
# A-T KAP1 phos: potential ataxia-telangiectasia treatments restoring KAP-1 phosphorylation. Potency, µM (titrated, usually from 57.5 µM), for inactives: at the highest dose activation, most hits filed as activators. […] A-T fibroblasts, KAP-1 phosphorylation AlphaLISA; neocarzinostatin DNA damage 30 min before lysis. actives 0.19% (n = 320,000). AID 485349; also: potency is read from the fitted curve at half-maximal effect; % of control where 0% means no effect; nearly all actives have a fitted effect of over 45% in size
#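 hTERT-immortalized A-T patient fibroblasts ([…]), 500 cells/well in OPTI-MEM, 1% FBS, got compounds for 60 min, then NCS for 30 min at 37C. Lysates were then assayed for phospho-KAP-1 by AlphaLISA (anti-pKAP1 donor, anti-KAP1 acceptor beads), 6 hr at 25C.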
# MLL CXXC-DNA inh: MLL CXXC-DNA interaction inhibition; Q03164; MLL-CXXC / FITC-HOXA9 DNA fluorescence polarization; Potency, µM (series often up to 115 µM), without a hit: top-dose activity change, negative = inhibition, hits mostly inhibitors; actives 0.037% (n = 290,000); AID 2662; active = well fitted inhibition curve with a large enough effect in the polarisation, with a control signal flat, not every such curve was filed as active; inconclusive = small, poorly fitted or top-dose-only effect, or effect the other way, or a change in a side signal; inactive = no such curve, though single readings can be large or run the other way; the % refers to the polarisation; also: potency is read from the fitted curve at half-maximal effect
#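 Steps: dispense CXXC domain solution (7 uM) → pin compounds or unlabeled HOX-A9 DNA control → 5 min ambient → add FLSN-HOX-A9 solution (50 nM) → spin → 30 min ambient → fluorescence polarization. Tris pH 7.5/NaCl/DTT/BSA buffer.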
# TSG101-PTAP inh: blocks PTAP/TSG101 interaction to inhibit HIV-1 budding; Potency, µM (top dose mostly 115 µM), inactives show top-dose activity change, negative = inhibition, actives largely listed as inhibitors; 340,000 tested, under 10 active; Q99816; Fluorescence polarization, FITC-PTAP peptide / Tsg101 binding; AID 493005; active = well fitted inhibition curve with a large enough effect in the main read-out, with a control signal flat, not every such curve was filed as active; inconclusive = small, poorly fitted or top-dose-only effect, or effect the other way, or a change in a side signal; inactive = no such curve, though single readings can be large or run the other way; also: potency is read from the fitted curve at half-maximal effect; % of control where 0% means no effect
# Target sequence (Q99816 whole entry, looked up): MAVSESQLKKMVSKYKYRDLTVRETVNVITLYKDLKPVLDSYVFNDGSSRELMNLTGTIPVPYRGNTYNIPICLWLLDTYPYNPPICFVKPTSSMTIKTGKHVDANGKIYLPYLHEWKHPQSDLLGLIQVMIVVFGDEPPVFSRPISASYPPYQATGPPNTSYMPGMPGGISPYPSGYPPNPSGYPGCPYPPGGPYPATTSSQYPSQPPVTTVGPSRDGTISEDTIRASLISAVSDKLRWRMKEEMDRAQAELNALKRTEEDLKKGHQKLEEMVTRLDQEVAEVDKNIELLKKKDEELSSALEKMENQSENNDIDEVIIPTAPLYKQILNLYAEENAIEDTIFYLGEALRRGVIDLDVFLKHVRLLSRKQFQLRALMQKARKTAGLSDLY
#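 Fluorescence polarization binding of Tsg101 binding domain (10 uM final) to FITC-labeled PTAP peptide (50 nM final) in HEPES pH 7.5 buffer with NaCl, Tween 20, EDTA, TCEP. Compounds added before peptide; binding 20 min at RT.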
# TCR activator: activates T cell receptor signaling | primary human leukocytes, anti-CD3, IL-2 HTRF, 48 h | Potency, µM (series often up to 9.22 µM), for the others: at the top dose activation of IL-2 secretion, most hits filed as activators | 330,000 tested, under 10 active | AID 504894; also: % of control where 0% means no effect
#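 IL-2 release read by HTRF sandwich (Eu cryptate donor, d2 acceptor, 665 nm emission) after 48 hr exposure of primary human leukocytes to compound together with anti-CD3 beads in the absence of co-stimulatory signals.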
# S-ASM inh: blocks human secretory acid sphingomyelinase. P17405. placental ASM, HMU-PC fluorogenic substrate, 60 min. Potency, µM (series often up to 57.5 µM), for inactives: at the highest dose activity change, negative = inhibition, most hits filed as inhibitors. actives 0.006% (n = 340,000); also: potency is read from the fitted curve at half-maximal effect
# Target sequence (P17405 47-631 limits assumed): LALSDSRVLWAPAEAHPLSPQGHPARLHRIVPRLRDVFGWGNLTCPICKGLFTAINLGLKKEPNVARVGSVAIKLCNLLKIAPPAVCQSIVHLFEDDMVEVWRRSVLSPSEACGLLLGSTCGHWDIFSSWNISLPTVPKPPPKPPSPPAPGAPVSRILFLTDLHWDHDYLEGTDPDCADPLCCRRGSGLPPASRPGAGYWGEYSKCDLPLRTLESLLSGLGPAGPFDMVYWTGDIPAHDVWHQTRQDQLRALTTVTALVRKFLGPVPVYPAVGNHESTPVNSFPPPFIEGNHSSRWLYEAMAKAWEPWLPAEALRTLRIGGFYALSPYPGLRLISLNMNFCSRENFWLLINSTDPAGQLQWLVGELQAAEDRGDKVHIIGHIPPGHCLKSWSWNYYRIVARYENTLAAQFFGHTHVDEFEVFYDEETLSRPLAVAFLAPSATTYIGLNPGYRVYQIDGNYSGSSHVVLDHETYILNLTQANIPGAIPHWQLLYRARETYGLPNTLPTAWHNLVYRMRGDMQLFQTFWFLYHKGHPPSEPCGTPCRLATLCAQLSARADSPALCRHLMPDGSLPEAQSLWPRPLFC
#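 Fluorogenic HMU-PC substrate (9 uM final) is turned over by placental ASM in 60 min at 37 C after a 10 min compound preincubation. Reaction ended by alkaline stop (pH 10), with fluorescence read at 386/447 nm.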
# TSHR antag: human thyrotropin receptor antagonism; TSHR-expressing cells, TSH-stimulated cAMP HTRF, 2 h; active compounds read low; activity change, negative = inhibition, % at 11.5 µM; actives 0.2% (n = 330,000);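 active = activity change below a set negative limit, meaning inhibition stronger than a set level, cut at about -70% in these data; inconclusive = activity change between two set negative limits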; also: % is scaled to controls: 0 for no effect and ±100 for the full control effect
#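 Inhibition of cAMP made by TSHR-expressing cells under TSH stimulation (4nM final, EC80; 2 h, 37 deg C) is quantified with a one-step lysis HTRF kit, anti-cAMP cryptate versus cAMP-d2.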
# * hit, by the source's call; u = inconclusive; x = no result given; [ ] = another dose, or the depositor's remark. Unless noted, calls follow the shape of the dose curve; as a rule, active = well fitted curve in the direction sought with a large enough effect; inconclusive = small, poorly fitted or top-dose-only effect, or another doubt; inactive = no such curve, though single readings can be large; an effect the other way counts as inactive or inconclusive.
# Values run as follows: MBNL1 CUG block, Mito fusion act, a7 integrin act, Menin MLL FP TR, A-T KAP1 phos, MLL CXXC-DNA inh, TSG101-PTAP inh, TCR activator, S-ASM inh, TSHR antag
- O=C1OC(COc2ccc(Br)cc2)CN1c1ccccc1 (configuration not stated)
 : 3%, 3%, 19%, x, -8%, -13%, 1%, 3%, 1%, 3
- Cc1cc(S(=O)(=O)Nc2noc3ccccc23)ccc1F
 : -9%, -1%, 13%, 2%, 16%, u, -7%, -4%, 2%, 11
- CCOC(=O)N1CCC(c2nc3ccccc3[nH]2)CC1
 : 10%, -1%, 8%, 0%, -3%, 18%, -12%, -3%, 6%, 1
- NNc1nc2c(Cl)cccc2s1
 : x, 0%, 6%, u, -4%, 2%, -1%, 10%[46.1 µM], -7%, -7
- CCCN(C(=O)c1ccc([N+](=O)[O-])c(C)c1)c1c(N)n(Cc2ccccc2)c(=O)[nH]c1=O
 : x, -14%, 10%, x, -6%, x, -1%, -3%, -1%, 9
- O=S(=O)(Nc1cccc(-c2nnco2)c1)c1ccc(F)cc1F
 : -21%, -2%, u, x, 0%, -14%, 1%, 0%, 3%, 3
- O=C1CC(Nc2ccc(N3CCOCC3)cc2)C(=O)N1Cc1ccccc1 (configuration not stated)
 : 24%, 1%, -6%, 2%, -6%, -8%, -4%, -5%[46.1 µM], -1%, -8
- O=c1nc(N2CCOCC2)nc2n1CCO2
 : 11%, -3%, 16%, 4%, 9%, -8%, -3%, -3%, -1%, 4
- Cc1c(C)n(CC(O)CN2CCOCC2)c2ccccc12 (configuration not stated)
 : -2%, 3%, -26%, -6%, 0%, 7%, -6%, 1%, 7%, -10
- CCc1ccc(NC(=O)C(C)OC(=O)/C=C/c2ccc(O)c(OC)c2)cc1 (configuration not stated)
 : x, x, -1%, x, 3%, x, 0%, -1%[46.1 µM], 31%[activator], -2
- CCN(CCCNS(=O)(=O)c1cc(-c2cc(C)no2)ccc1C)Cc1ccccc1
 : u, -12%, u, -10%, 7%, 1%, 1%, -10%, -2%, 5
- CCCS(=O)(=O)c1nc(S(=O)(=O)c2ccc(C)cc2)c(N2CCN(C)CC2)s1
 : 5%, 6%, 0%, -9%, -1%, -4%, 1%, 4%, 0%, 5
- Nn1c(Cc2cccc3ccccc23)nnc1SCc1ccccc1
 : 7%, -10%, 3%, -3%, 6%, 5%, -6%, -5%[46.1 µM], -4%, 12
- Cc1nnsc1S(=O)c1ccc(F)cc1 (configuration not stated)
 : 2%, -2%, -33%, -6%, -11%, 1%, -7%, 1%, 4%, 3
- O=C(Nc1cccc(-c2cn3c(n2)SCC3)c1)c1ccc2c(c1)OCO2
 : -1%, -4%, -32%[inhibitor], 0%, 0%, -3%, 0%, -1%, -5%, -13
- CCCOC(=O)c1ccc(NC(=O)CCOc2ccccc2)cc1
 : 1%, -8%, -32%[7.66 µM], 9%, -2%, 0%, -3%, -8%, -2%, 1
- O=C(Nc1c2c(nc3ccccc13)CCCC2)c1cccc([N+](=O)[O-])c1
 : u, 1%, -1%, -1%, 4%, u, -1%, -2%[46.1 µM], 2%, -6
- CC(C)CNC(=O)c1cc(=O)[nH]c2ccc(S(=O)(=O)Nc3ccc(F)cc3)cc12
 : 2%, 1%, 24%, 23%, 5%, 10%, -3%, 3%, -2%, -6
- O=C(Nc1cccc(-n2cnnn2)c1)c1cc(Cl)nc(Cl)c1
 : 4%, -1%, -40%, u, -6%, 3%, -4%, -1%, -2%, 1
- O=C(CNC(=O)c1ccc(-c2ccccc2)cc1)Nc1cccc(CO)c1
 : x, x, 25%, x, 5%, x, 0%, -10%[46.1 µM], -4%, -11
- COc1ccc(-c2cc(C(F)F)n3ncc(C(=O)N4CCCCC4)c3n2)cc1
 : u, 7%, -14%, -26%, 2%, 3%, 2%, -3%, 262%[activator], -7
- N=c1n(-c2ccccc2)c(O)cc(=O)n1-c1ccccc1
 : 5%, 0%, u, x, -1%, 1%, -6%, -2%, 0%, -5
- Cc1c(C)c2cc(Cl)c(OCC(=O)NC3CC(C)(C)NC(C)(C)C3)cc2oc1=O
 : 2%, 17%, u, x, -5%, 11%, -9%, -3%, 3%, -5
- CCCC(=O)Nc1ccc(C(=O)N/N=C/c2ccc([N+](=O)[O-])o2)cc1
 : u, 0%, -57%[inhibitor], u, -5%, 8%, -1%, -2%[46.1 µM], -3%, 2
- COc1cc(OC)cc(N(C(=O)CNC(=O)c2cccs2)C(C(=O)NCC2CCCO2)c2ccccc2)c1 (configuration not stated)
 : 1%, -4%, -81%[inhibitor], 15%, -4%, 10%, -5%, 2%, 0%, -8
- CCN(CC(=O)Nc1ccccc1C(F)(F)F)C(=O)CSCc1c(C)noc1C
 : x, -1%, -7%, x, 5%, x, -1%, -4%, 1%, 5
- C=CCn1c(SCC(=O)Nc2ccc(O)cc2)nc2sc(CC)cc2c1=O
 : -11%, 15%, -26%, 7%, 4%, -1%, -5%, 3%, -4%, 1
- CCOc1ccc2c(c1)nc(SCC(=O)c1ccc(Br)s1)n2C
 : 134%[activator], -5%, -9%[7.66 µM], 21%, 7%, 0%, -3%, 15%, 3%, -1
- COc1ccc(C(=O)NC(=S)NC2CCSC2=O)cc1 (configuration not stated)
 : x, -6%, 0%, 7%, -3%, -1%, 1%, 0%[46.1 µM], 0%, 6
- O=C1CCC(C(=O)OC(C(=O)c2c[nH]c3ccccc23)c2ccccc2)=NN1 (configuration not stated)
 : x, -1%, -24%, 11%, 1%, 9%, 5%, 1%[46.1 µM], 0%, -9
- O=C(Nc1ccccc1)C1=C[C@@H](C2CC2)C[C@@H](OCCCCO)O1
 : 2%, -1%, 9%, 0%, 6%, -28%, -1%, 1%, 2%, 1
- O=c1c2c3c(sc2nc(NCCO)n1Cc1ccco1)CCCCC3
 : 25%, 18%, -16%, 10%, 10%, -2%, -1%, -4%[46.1 µM], -7%, -14
- N#CCCn1cc(CNCc2ccccc2)c(-c2cccc([N+](=O)[O-])c2)n1
 : u, -7%, 22%, -5%, 2%, 8%, -3%, -2%, 6%, -6
- O=C(CSc1nc2c(sc3ccccc32)c(=O)n1CCO)NCc1ccco1
 : -10%, 0%, -3%, 13%, 3%, 12%, -1%, 5%, -4%, 18
- CCCOc1ccccc1NC(=O)Nc1ccccc1Cl
 : 2%, -11%, u, -28%, 11%, 11%, 0%, 3%, 0%, -2
- CCn1ncc(C2=NOC(C(=O)NCC(C)C)C2)c1C (configuration not stated)
 : 5%, -2%, 9%, 5%, 0%, -3%, -7%, 8%, -2%, -1
- C(=N\c1nc2ccccc2[nH]1)/c1cccs1
 : -10%, 0%, -9%, 9%, 12%, -10%, x, x, 6%, -3
- CC1CC1C(=O)OCC(=O)N(C)c1c(N)n(Cc2ccccc2)c(=O)[nH]c1=O (configuration not stated)
 : x, 2%, 0%, x, 8%, x, 2%, 5%, x, 15
- CCOc1ccc(NC(=O)c2cnc3scc(C)n3c2=O)cc1
 : 2%, 8%, 2%, u, 0%, -9%, -2%, 1%, -1%, 8
- CCOc1ccc(S(=O)(=O)N(CC)CC)cc1NC(=O)CSCc1c(C)noc1C
 : x, 6%, -2%, x, 25%, x, -1%, 4%, 2%, 28
- O=C(NC1CCN(Cc2ccccc2)CC1)C1COc2ccccc2O1 (configuration not stated)
 : -3%, 23%, -27%, -24%, 0%, 6%, -3%, 1%, 5%, 1
- Oc1c(N=Nc2ccccn2)ccc2ccccc12
 : u, -7%, -47%, -17%, -2%, u, -3%, 6%, -17%, 1

# Arranged by length of the SMILES (largest number first): part of the list above.
# Values run as follows: MBNL1 CUG block, Mito fusion act, a7 integrin act, Menin MLL FP TR, A-T KAP1 phos, MLL CXXC-DNA inh, TSG101-PTAP inh, TCR activator, S-ASM inh, TSHR antag
- CC(C)CNC(=O)c1cc(=O)[nH]c2ccc(S(=O)(=O)Nc3ccc(F)cc3)cc12
 : 2%, 1%, 24%, 23%, 5%, 10%, -3%, 3%, -2%, -6
- O=C1CCC(C(=O)OC(C(=O)c2c[nH]c3ccccc23)c2ccccc2)=NN1 (configuration not stated)
 : x, -1%, -24%, 11%, 1%, 9%, 5%, 1%[46.1 µM], 0%, -9
- COc1ccc(C(=O)NC(=S)NC2CCSC2=O)cc1 (configuration not stated)
 : x, -6%, 0%, 7%, -3%, -1%, 1%, 0%[46.1 µM], 0%, 6

# These rows are one share of the data. The share of hits here may be higher or lower than overall.
